BRCT PPI red: disrupts BRCA1 BRCT binding to phosphoprotein, red fluorophore readout | AID 892 | Potency, µM (highest dose often 76.9 µM), for inactives: at the highest dose activity change, negative = inhibition, most hits filed as inhibitors | BRCT-phosphopeptide binding, red fluorescence polarization | P38398 | 0.03% of 75,000 active; further: on the % scale 0 is the no-effect control and ±100 the full control effect
Target sequence (P38398 whole entry, looked up): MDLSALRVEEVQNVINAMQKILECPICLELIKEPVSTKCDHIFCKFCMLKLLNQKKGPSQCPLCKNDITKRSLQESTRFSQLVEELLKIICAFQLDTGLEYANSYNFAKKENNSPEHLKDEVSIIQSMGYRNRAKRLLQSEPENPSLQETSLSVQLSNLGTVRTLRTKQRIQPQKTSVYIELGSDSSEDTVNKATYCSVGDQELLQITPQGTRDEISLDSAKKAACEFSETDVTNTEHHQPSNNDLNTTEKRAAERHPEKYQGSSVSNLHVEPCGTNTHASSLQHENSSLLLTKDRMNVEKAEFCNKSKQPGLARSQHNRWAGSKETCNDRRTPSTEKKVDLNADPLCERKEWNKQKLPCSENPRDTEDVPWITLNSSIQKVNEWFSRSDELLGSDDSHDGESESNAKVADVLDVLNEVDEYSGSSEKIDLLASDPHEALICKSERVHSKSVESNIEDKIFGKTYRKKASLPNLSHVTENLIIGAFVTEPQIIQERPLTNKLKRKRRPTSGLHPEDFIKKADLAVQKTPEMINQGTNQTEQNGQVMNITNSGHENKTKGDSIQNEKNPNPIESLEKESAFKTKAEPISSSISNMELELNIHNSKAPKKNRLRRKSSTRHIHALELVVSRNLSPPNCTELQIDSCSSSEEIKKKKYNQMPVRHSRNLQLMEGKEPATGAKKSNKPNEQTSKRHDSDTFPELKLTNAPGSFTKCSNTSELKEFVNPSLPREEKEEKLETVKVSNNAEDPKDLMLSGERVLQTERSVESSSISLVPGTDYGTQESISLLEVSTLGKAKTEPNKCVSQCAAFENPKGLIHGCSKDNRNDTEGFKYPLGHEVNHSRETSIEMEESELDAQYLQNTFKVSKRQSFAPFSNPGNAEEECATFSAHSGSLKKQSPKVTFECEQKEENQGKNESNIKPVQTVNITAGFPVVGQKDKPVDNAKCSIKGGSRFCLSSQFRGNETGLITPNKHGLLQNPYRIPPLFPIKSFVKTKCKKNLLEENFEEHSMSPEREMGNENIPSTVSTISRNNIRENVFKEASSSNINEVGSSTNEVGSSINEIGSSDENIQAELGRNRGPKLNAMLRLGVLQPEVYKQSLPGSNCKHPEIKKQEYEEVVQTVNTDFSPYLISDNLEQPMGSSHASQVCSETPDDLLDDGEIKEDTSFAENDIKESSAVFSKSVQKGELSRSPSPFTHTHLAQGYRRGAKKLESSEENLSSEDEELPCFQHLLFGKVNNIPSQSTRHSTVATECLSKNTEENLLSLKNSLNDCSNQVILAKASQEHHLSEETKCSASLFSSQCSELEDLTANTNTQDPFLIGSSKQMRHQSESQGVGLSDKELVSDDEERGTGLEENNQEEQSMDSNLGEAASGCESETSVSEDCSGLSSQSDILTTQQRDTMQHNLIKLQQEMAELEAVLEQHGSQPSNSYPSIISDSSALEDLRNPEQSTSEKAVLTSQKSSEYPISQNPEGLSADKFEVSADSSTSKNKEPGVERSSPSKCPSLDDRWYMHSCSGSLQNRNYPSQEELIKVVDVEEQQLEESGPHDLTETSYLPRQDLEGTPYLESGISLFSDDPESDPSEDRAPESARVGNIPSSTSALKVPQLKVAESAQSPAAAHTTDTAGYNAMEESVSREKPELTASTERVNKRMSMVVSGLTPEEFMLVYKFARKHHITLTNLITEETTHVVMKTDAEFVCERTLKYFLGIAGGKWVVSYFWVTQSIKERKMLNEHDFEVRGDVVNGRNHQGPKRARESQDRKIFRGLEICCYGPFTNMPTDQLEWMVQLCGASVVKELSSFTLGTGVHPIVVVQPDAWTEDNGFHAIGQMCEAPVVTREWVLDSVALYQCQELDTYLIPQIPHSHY
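Rhodamine-labelled pBACH1 10-mer (100 nM) bound to BRCT domain (100 nM) at pH 7.3; compounds incubated 12 min room temperature, polarization read. Free peptide defines full inhibition; unlabelled decapeptide titrated as control.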
Tau filament bind: binders of human tau filaments; P10636; recombinant tau filaments, thioflavin S fluorescence, 15 h; filaments grown with octadecylsulfate alongside compound; Potency, µM (top dose mostly 57.1 µM), inactives show top-dose activity change, negative = inhibition; 2% of 71,000 active;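 further: potency means the concentration at half of the fitted maximal effect; on the % scale 0 is the no-effect control and ±100 the full control effect; actives lower thioflavin S fluorescence by blocking filaments or displacing dye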
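Tau 2 uM in ThS buffer dispensed; compound added; 60 uM ODS added (finals 1 uM tau, 30 uM ODS); 15 h 37 C; fluor ex450/em510.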
Caspase-7 inhib: caspase-7 (human) inhibition, allosteric or competitive | recombinant caspase-7, Ac-DEVD-AFC fluorescence rate | Potency, µM (titrated, usually from 57.5 µM), for the others: at the top dose activity change, negative = inhibition, actives largely listed as inhibitors | 0.02% of 75,000 active | AID 889; active means well fitted inhibition curve with a large enough effect in the main read-out, with a control signal flat, not every such curve was filed as active; inconclusive means small, poorly fitted or top-dose-only effect, or a change in a side signal; further: potency means the concentration at half of the fitted maximal effect; % of control where 0% means no effect
BRCT inh green: inhibitors of human BRCA1 BRCT-phosphoprotein interaction (green fluorophore) | BRCA1 BRCT-phosphopeptide binding, green fluorescence polarization | Potency, µM (top dose mostly 76.9 µM), without a hit: top-dose activity change, negative = inhibition, hits mostly inhibitors | 0.05% of 75,000 active;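 further: potency means the concentration at half of the fitted maximal effect; plate controls were peptide without protein for full effect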
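Fluorescence polarization: His-tagged BRCT (~35 kDa BRCA1 C-terminus, 250 nM) bound to 100 nM fluorescein-labeled phosphorylated 10-aa BACH1 peptide, pH 7.3 phosphate buffer with DTT and Tween 20. Compounds incubated 12 min at room temperature; inhibition read as lowered polarization.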
Casp1 inh: blocks human caspase-1 allosterically or competitively. AID 900. P29466. Caspase-1 enzyme, Ac-WEHD-AFC fluorogenic rate. 0.03% of 75,000 active. Potency, µM (doses to about 57.5 µM), without a hit: top-dose activity change, negative = inhibition, hits mostly inhibitors;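 further: potency means the concentration at half of the fitted maximal effect; plate controls were vehicle for no effect and no substrate for full effect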
Luciferase inh: blocks Photinus pyralis firefly luciferase activity; Potency, µM (doses to about 57.1 µM), inactives show top-dose activity change, negative = inhibition, most hits filed as inhibitors; 2.2% of 72,000 active; P08659; purified firefly luciferase, luminescence, 8 min; AID 411; further: potency means the concentration at half of the fitted maximal effect; on the % scale 0 is the no-effect control and ±100 the full control effect; nearly all actives have a fitted effect of over 40% in size
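Inhibition of light generation by firefly luciferase from ATP and luciferin was profiled with concentration-response curves per sample, ATP held at 10 uM within the enzyme's linear range. Plates were read by luminescence after an 8-minute ambient incubation.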
A350 autofl: compounds fluorescent in Alexa 350 spectral region | max dye-equivalent concentration, M | Compound autofluorescence, 340/450 nm, Alexa 350 dye-equivalents; hits give high values | AID 590 | 11% of 59,000 active; in the data active means max dye-equivalent concentration above about 10 nM; inconclusive means mostly about 1.1 nM to 9.6 nM
ERK AVP block: inhibitors of vasopressin-stimulated ERK signaling pathway. Potency, µM (doses to about 57.5 µM), inactives show top-dose activity, negative = inhibition, hits mostly inhibitors. 0.99% of 72,000 active. HEK293-V1b, vasopressin-stimulated pERK AlphaScreen; further: potency means the concentration at half of the fitted maximal effect; on the % scale 0 is the no-effect control and ±100 the full control effect; nearly all actives have a fitted effect of over 55% in size
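Phosphorylated ERK1/2 detected via AlphaScreen bead proximity in lysates of V1b-expressing HEK293 cells given 25 nM vasopressin for 5 min after 30 min compound exposure (37 °C). AC50 from Hill equation; basal DMSO 0%, vasopressin 100%.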
CRE Fsk mod: modulators of forskolin-stimulated CRE signaling in CHO cells. 2.5% of 71,000 active. CHO CRE-bla reporter (cAMP response element driving beta-lactamase), forskolin EC10, beta-lactamase ratio. Potency, µM (highest dose often 38.2 µM), for inactives: at the top dose activity change, negative = inhibition, usual class: activators. AID 662; active means well fitted activation curve with a large enough effect in the signal ratio, with a control signal flat, not every such curve was filed as active; inconclusive means small, poorly fitted or top-dose-only effect, or effect the other way, or a change in a side signal; the % refers to the signal ratio; further: potency means the concentration at half of the fitted maximal effect; % of control where 0% means no effect
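Modulation of forskolin-driven signalling is measured in CHO cells carrying a CRE-controlled beta-lactamase reporter. Cells are stimulated with EC10 NKH 477 in the presence of titrated compound for 3 h at 37 °C, then loaded with CCF4 for 2 h at room temperature.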
USP2a inh: inhibitors of human ubiquitin-specific protease USP2a. USP2a enzymatic assay, qHTS inhibition. Potency, µM (doses to about 38.3 µM), without a hit: top-dose activity change, negative = inhibition, hits mostly inhibitors. 0.1% of 60,000 active;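 further: potency means the concentration at half of the fitted maximal effect; nearly all actives have a fitted effect of over 60% in size; plate controls were DMSO for no effect and NEM full inhibition control for full effect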
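20 nM USP2 core + cpd, 30 min RT; add 20 nM Ub-PLA2/20 uM NBD C6-HPC; read Ex460/Em535 at 0 h and 2.5 h. Normalized to NEM; qHTS curve fit/classification.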
HEK293 cAMP cs: counter-screen for TSHR agonists: cAMP increase in parental HEK293. Potency, µM (series often up to 57.1 µM), for inactives: top-dose activation, actives largely listed as activators. 2.5% of 73,000 active. AID 938. parental HEK293 CNG cAMP sensor, membrane potential fluorescence; further: potency means the concentration at half of the fitted maximal effect; % of control where 0% means no effect; nearly all actives have a fitted effect of over 55% in size
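Parental HEK 293 cells stably expressing a modified CNG channel (no TSHR) report cAMP rise as membrane depolarization. Membrane potential dye with 100 uM RO 20-1724 was loaded for 60 min at room temperature, then compound added for 30 min; fluorescence read at 590 nm.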
* = called active by the depositor; i = inactive; ? = inconclusive; . = not tested or not shown; ! = not confirmed by another sample; [ ] = dose if it differs, or a comment. Unless noted, the call rests on the fitted dose curve; in most records, active means well fitted curve in the direction sought with a large enough effect; inconclusive means small, poorly fitted or top-dose-only effect, or another doubt; inactive means no such curve, though single readings can be large; an effect the other way counts as inactive or inconclusive.

Molecule	BRCT PPI red	Tau filament bind	Caspase-7 inhib	BRCT inh green	Casp1 inh	Luciferase inh	A350 autofl	ERK AVP block	CRE Fsk mod	USP2a inh	HEK293 cAMP cs
O=C(CC1(O)C(=O)Nc2ccccc21)c1cccnc1 (stereo unspecified)	-1.1%	-2%	-1%	2.4%	-1%	0%	i	-11%	2%	0%	2%
O=C(CSc1nnc(-c2ccco2)o1)NC(=O)C1COc2ccccc2O1 (stereo unspecified)	-4.6%	0%	-22%	-0.2%	-1%	2%	i	17%	2%	29%	11%
Cc1cc2c(nn1)CCc1nonc1-2	1.3%	-9%	0%	-1.3%	0%	2%	i	?	?	-1%	-1%
CCC(Sc1nc2ccccc2c(=O)n1CCN1CCOCC1)C(=O)NCc1cccnc1 (stereo unspecified)	-1.4%	4%	0%	-0.1%	0%	-1%	i	-12%	-6%	2%	7%
COC(=O)C1=C(C)Nc2c(c(=O)n(C)c(=O)n2C)C1c1cccs1 (stereo unspecified)	-0.7%	6%	0%	-1.8%	-1%	-1%	?	0%	13%	-8%	-7%
O=C(Cn1nnc(-c2cc(Cl)ccc2-n2cnnn2)n1)N1CCCc2ccccc21	-1.4%	12%	0%	-1.6%	-3%	4%	i	-12%	-5%	.	2%
CC1(C)CC(=O)C2=C(C1)N=C1SCCC(=O)N1C2c1ccccc1 (stereo unspecified)	0.4%	10%	-13%	-1.0%	-12%	-36%	1.3e-08M*	9%	-5%	1%	?
Cc1cccc(NC(=O)C2CCN(c3nc(C)cc(C)n3)CC2)c1	-2.7%	34%	-2%	-0.6%	-1%	3%	i	7%	2%	128%[activator]	18%
NC(=O)NCCC[C@H](N)C(=O)O	1.3%	.	4%	-2.5%	1%	.	.	-8%	.	.	.
CC(=O)c1ccc(N2CCN(C(=O)c3cc(-c4ccc5c(c4)OCO5)nc4ccccc34)CC2)cc1	-0.6%	129%	-12%	-0.3%	-13%	7.9µM*	4.1e-08M*	-17%	?	23%	18%
CCCCOC(=O)Cc1c(O)c2ccccc2[nH]c1=O	-0.6%	0%	1%	-0.8%	0%	0%	.	-6%	2%	0%	-3%
COC(=O)c1ccccc1NC(=O)c1cc(-c2cccc(OC)c2)on1	-1.4%	5%	0%	0.2%	2%	-1%	i	0%	?	-8%	4%
O=C(CSc1nc2c(c(=O)n1-c1ccccc1)SCC2)N1CCOCC1	0.5%	-6%	-2%	-4.8%	-14%	-1%	.	.	11%	.	7%
O=C(NCc1ccc2c(c1)OCO2)C1CC(=O)N(CCc2ccccc2)C1 (stereo unspecified)	-0.2%	7%	-2%	-1.9%	-1%	-3%	.	-10%	-14%	.	14%
O=C(OCC(=O)c1cccs1)c1ccc(NC(=O)c2ccco2)cc1	0.9%	-12%	-3%	0.2%	-2%	2%	i	-19%	-1%	.	-4%
COc1ccc(OC)c(NC(=O)CS(=O)(=O)c2ccccc2)c1	0.0%	-6%	3%	-2.3%	1%	2%	i	-24%	-3%	7%	1%
CCOC(=O)C1CCCN(C(=O)c2cn(C)c(=O)c3cc(OC)c(OC)cc23)C1 (stereo unspecified)	1.3%	1%	0%	0.3%	1%	0%	i	?	?	-2%	-3%
CCOC(=O)N1CCC(NC(=O)c2cnn3ccccc23)CC1	0.1%	-6%	0%	-1.4%	1%	2%	.	-11%	10%	.	5%
CCCOc1cccc(C(=O)N(Cc2cccs2)C2CCS(=O)(=O)C2)c1 (stereo unspecified)	-2.1%	5%	-2%	0.4%	1%	0%	i	12%	-8%	8%	?
Cc1cccc(Cc2c(C)nc3nc(SCC(=O)NCc4ccco4)nn3c2C)c1	-3.0%	23%	0%	18%	1%	-3%	i	5%	-19%	27%	10µM*
COc1ccc(Nc2nc(N)nc(CN3CCc4ccccc4C3)n2)cc1	1.2%	2%	-3%	0.9%	-3%	3%	.	?	10%	.	12%
Cc1nnc(SCC(=O)Nc2ncc(Cc3ccc(F)cc3)s2)n1N	-1.0%	5%	0%	-0.5%	0%	-5%	i	-9%	-7%	7%	-9%
O=C1C(=O)c2ccccc2C(O)=C1C(CCc1ccccc1)C1=C(O)c2ccccc2C(=O)C1=O	-1.4%[15.4 µM]	-14%[11.4 µM]	-2%[11.5 µM]	-0.9%[15.4 µM]	1%[11.5 µM]	-5%[11.4 µM]	3.6e-08M*	-16%[11.5 µM]	?	.	-18%[11.4 µM]
CCOC(=O)c1c(C)oc2cc(Br)c(OC)cc12	-1.6%	33%	1%	-1.2%	-6%	0%	.	10%	?	3%	5%
COc1ccc2c(OC)c3ccoc3nc2c1OC	2.8%	39%	1%	1.5%	1%	-8%[11.4 µM]	1.7e-08M*	-18%	25µM*!	-8%[17.1 µM]	29%
CSCCC(N=CC1=C(O)CC(C)(C)CC1=O)C(=O)O (stereo unspecified)	0.0%	12%	0%	-1.7%	-2%	0%	.	-17%	3%	1%	3%
C/C(CCN1CCc2nc(-c3ccccc3)c(-c3ccccc3)cc2C1)=N\O[C@@H](C)c1cc(-c2c(C)cc(C)cc2C)no1	1.4%[15.4 µM]	.	0%[11.5 µM]	1.0%[15.4 µM]	-1%[11.5 µM]	0%[11.4 µM]	.	-6%[11.5 µM]	.	.	1%[11.4 µM]
COc1ccc(/C=C/C(=O)c2cccs2)cc1OC	1.4%	.	2%	-5.4%	3%	.	.	?	.	.	.
Nn1c(CSc2ccccn2)nc2ccccc2c1=O	0.2%	4%	1%	-1.2%	0%	-3%	i	9%	4%	-6%	30%
COc1ccc(N2C(=O)c3ccc(NC(C)=O)cc3C2=O)cc1	-0.3%	2%	0%	-0.1%	1%	0%	i	-6%	4%	54%[activator]	-8%

Four compounds from above, sorted by SMILES length, ascending.
Molecule	BRCT PPI red	Tau filament bind	Caspase-7 inhib	BRCT inh green	Casp1 inh	Luciferase inh	A350 autofl	ERK AVP block	CRE Fsk mod	USP2a inh	HEK293 cAMP cs
COc1ccc(/C=C/C(=O)c2cccs2)cc1OC	1.4%	.	2%	-5.4%	3%	.	.	?	.	.	.
CCOC(=O)c1c(C)oc2cc(Br)c(OC)cc12	-1.6%	33%	1%	-1.2%	-6%	0%	.	10%	?	3%	5%
CC1(C)CC(=O)C2=C(C1)N=C1SCCC(=O)N1C2c1ccccc1 (stereo unspecified)	0.4%	10%	-13%	-1.0%	-12%	-36%	1.3e-08M*	9%	-5%	1%	?
CCOC(=O)C1CCCN(C(=O)c2cn(C)c(=O)c3cc(OC)c(OC)cc23)C1 (stereo unspecified)	1.3%	1%	0%	0.3%	1%	0%	i	?	?	-2%	-3%

More results follow:
Molecule	BRCT PPI red	Tau filament bind	Caspase-7 inhib	BRCT inh green	Casp1 inh	Luciferase inh	A350 autofl	ERK AVP block	CRE Fsk mod	USP2a inh	HEK293 cAMP cs
CC(=O)c1ccc(NC(=O)C2CCCN2S(=O)(=O)c2ccc(F)cc2)cc1 (stereo unspecified)	0.3%	6%	-2%	-2.4%	-2%	2%	.	-13%	1%	.	?
Nc1cc(Cl)c([N+](=O)[O-])cc1O	0.9%	-9%	-5%	-2.9%	-2%	.	.	0%	-13%	.	-23%
COc1ccc(-n2nc3cc(C)c(NC(=O)c4cccnc4)cc3n2)cc1	0.0%	172%	-2%	-2.5%	-2%	2.5µM*	9.2e-08M*	-1%	-7%	10%	?
COc1ccc(-n2c(Cc3cc(=O)[nH]c(=O)[nH]3)nnc2SCC(=O)N2CCC(C)CC2)cc1	0.6%	-5%	0%	-2.1%	-3%	3%	.	-2%	-1%	.	5%
CC1=C(C)CC(c2ccccc2)C(C(=O)c2ccccc2O)C1 (stereo unspecified)	-1.0%[15.4 µM]	.	0%[11.5 µM]	0.7%[15.4 µM]	0%[11.5 µM]	.	.	16%[11.5 µM]	.	.	9%[11.4 µM]
CCn1c(SCC(=O)Nc2nc(-c3ccccc3)cs2)nnc1-c1ccccc1	-2.3%	142%	-3%	0.3%	-3%	-4%	i	-7%	-8%	267%[activator]	?
CC1(C)CC(=O)c2cnc(NC(=O)Cc3ccc(Cl)cc3)nc2C1	0.0%	-6%	0%	0.6%	-1%	-1%	.	-10%	-5%	8%	-3%

Random draw from the library; about 16% have a hit in one of these screens.
